# phage Ecoli inh: E. coli growth loss with phage present; growth absorbance; 360,000 compounds, 0.26% hits; inhibition, % at 11.9 µM; in the data active means inhibition above about 11%
# Starred values were filed as active, the others as inactive; & = joins results of further samples. These rows are one share of the data; count on the stated rates, not on these rows.
SMILES,phage Ecoli inh
COc1ccc(C(=O)N2CCC[C@H]2C(=O)N2CCC[C@@H]2C(=O)NCc2ccccc2)cc1F,3.0
CCCCNC(=O)C[C@H]1C[C@@]2(C(=O)OC)C(=C[C@H](C(C)C)O[C@@H]2C2CC2)N(Cc2ccccc2)C1=O,0.8
CC1=C(C(=O)N2CCCCCC2)CC(CC(=O)NC2CC2)C(=O)N1Cc1ccccc1 (centres undefined),4.2
Cc1ccc(Cc2c(C3CCCCC3)nc3ccc(Br)cn23)cc1,3.2
COC(=O)[C@]12CCCCC=C1N(CCC1=CCCCC1)C(=O)[C@H](CC(=O)NCCc1ccccc1OC)C2,-0.6
CCC(C(=O)NC1CCCC1)n1c(-c2ccncc2)nc2ccccc21 (centres undefined),2.1
NC(=O)c1cccc(-c2ccnc3c2CC(C(=O)NCc2ccco2)O3)c1 (centres undefined),2.9
O=C(Nc1ccncc1)c1cc(C2CCCCN2C(=O)CCc2ccccc2)on1 (centres undefined),1.4
Nc1[nH]c(C(=O)c2ccccc2)c(-c2cccc(C(F)(F)F)c2)c1C(=O)c1c[nH]c2ccccc12,3.8
CC1(C(=O)NS(=O)(=O)c2cccc(C#N)c2)CCN1C(=O)C1(c2ccc(Cl)cc2)CCC1 (centres undefined),-0.3
O=C(/C=C1\OCc2ccccc21)c1ccccc1,3.2
O=C1c2ccccc2C(c2nnnn2Cc2ccccc2)N1Cc1cccc(F)c1 (centres undefined),1.1&2.3

# As entered above.
# O=C(/C=C1\OCc2ccccc21)c1ccccc1 | phage Ecoli inh = 3.2
# Nc1[nH]c(C(=O)c2ccccc2)c(-c2cccc(C(F)(F)F)c2)c1C(=O)c1c[nH]c2ccccc12 | phage Ecoli inh = 3.8
# COc1ccc(C(=O)N2CCC[C@H]2C(=O)N2CCC[C@@H]2C(=O)NCc2ccccc2)cc1F | phage Ecoli inh = 3.0
# NC(=O)c1cccc(-c2ccnc3c2CC(C(=O)NCc2ccco2)O3)c1 (centres undefined) | phage Ecoli inh = 2.9

# More compounds
SMILES,phage Ecoli inh
COc1ccc(CNC(=O)c2ccc(-c3ccc(F)c(F)c3)c3ccoc23)cc1OC,1.9
Cc1cc(C)c2c(CN3CCN(c4ccccc4)CC3)cc(=O)oc2c1,1.1
O=C(NCc1ccccc1)C(c1ccc(-c2ccccc2)cc1)N1CCN(c2ccccc2F)CC1 (centres undefined),1.1
CCCNC(=O)C1(C)CCCN(C(=O)c2cc(C(C)(C)C)nn2C)C1 (centres undefined),1.6
CC1(Cc2ccccc2OC(F)(F)F)C(=O)Nc2ccc(OC(F)(F)F)cc21 (centres undefined),3.8
CC(O)(c1cccc(F)c1)c1nc(-c2cccc(C(=O)O)c2)cs1 (centres undefined),1.3
Cn1cc(-c2coc3c(C(=O)NCc4cccnc4)cccc23)cn1,3.2
Cc1cccc(-c2cnc(C(O)c3ccc(-c4ccccc4)cc3)[nH]2)c1 (centres undefined),4.1
COc1ccc(C(C)(O)c2nc(-c3csc4ccccc34)cs2)cc1 (centres undefined),1.5
Oc1ccc(C[C@H]2CNC(=S)N2CC2CCCN2C[C@H](Cc2ccccc2)N2C[C@H](Cc3ccc(O)cc3)N(CC3CCCCC3)C2=S)cc1 (some centres undefined),3.8
COc1ccc(-c2cccc3c4c([nH]c23)[C@@H]2C[C@H]3[C@@H](C(=O)N2CC4)[C@H](C)ON3C)cc1,1.9
O=C(Nc1cccs1)Nc1nnc([C@@H]2C[C@H](O)[C@@H](CO)O2)s1,0.8
Cc1cc(C)c(CN2CCN(C(=O)Cn3cc(C)c(=O)[nH]c3=O)CC2)c(C)c1,3.0
C#Cc1ccccc1OCCCN1CCC(C(O)(c2ccccc2)c2ccccc2)CC1,0.9
COc1ccc(C(NC(=O)C2CCN(CCOc3ccc(F)cc3)CC2)c2cccs2)cc1 (centres undefined),3.0
COc1cc(CN2C(=O)C(C)ON=C2c2ccccc2F)cc(OC)c1 (centres undefined),3.8
CCCC(C)C(=O)NC1CCCCN(C)C1=O (centres undefined),2.8
Nc1[nH]c(C(=O)c2ccc(Br)cc2)c(-c2ccc3ccccc3c2)c1C(=O)NCCc1c[nH]c2ccccc12,3.2
CC(=O)C1=CCC(c2ccccc2)N(S(=O)(=O)c2ccccc2)C1 (centres undefined),2.8&1.2
COc1cc(OC)c(C2C=CC(=O)CC2)c(OC)c1 (centres undefined),0.7
CN1CCN(c2ccc(-c3cc(NC=O)c4ncc(-c5ccc(F)cc5)n4c3)cc2)CC1,0.6
CC(O)(c1ccc(F)c(F)c1)c1nc(-c2cc3ccccc3o2)cs1 (centres undefined),4.8
O=C(Nc1ccc2c(c1)OCO2)c1ccc2sc([C@@H]3O[C@H](CO)[C@@H](O)[C@H]3O)nc2c1,3.8
CC(C)Oc1ccc2ccccc2c1CNC[C@H]1O[C@@H](n2ccc(=O)[nH]c2=O)[C@H](O)[C@@H]1O,4.6
CC(=O)c1ccc(-c2cnc3c(NC=O)cc(-c4ccc(S(C)(=O)=O)cc4)cn23)cc1,3.2
CCOc1ccccc1-c1ccc(C(=O)NCc2ccc(Cl)cc2)o1,2.4
COC(=O)[C@]12CCCCC=C1N(Cc1cccc3ccccc13)C(=O)[C@H](CC(=O)NCC13CC4CC(CC(C4)C1)C3)C2,-1.5
Cc1ccc(S(=O)(=O)N2C[C@H]3C(=O)C[C@@H]4C(=O)N(c5ccccc5)C(=O)[C@@H]4[C@@H]3C[C@H]2c2cccc(Cl)c2)cc1,0.5
Cc1ncc(CO)c(CO)c1OCC(O)CN1CCN(c2ccc(F)cc2)CC1 (centres undefined),-0.2
C=CCC[C@@H](CCCCC)OC(=O)/C=C/[C@@H](O)[C@H](O)C[C@H](O)CC=C,-0.2
Cc1cc2nc(-c3ccc(C#N)cc3)c(Cc3cccc(F)c3)n2c(C)c1Br,5.6
COc1ccc(OC)c(S(=O)(=O)CC(=O)c2cc3ccccc3oc2=O)c1,0.1
COc1ccccc1CCn1cnc(C)c1CC(C)C,-2.3
O=C(Nc1ccc(F)cc1)C(c1ccnc2ccccc12)N1CCN(C(=O)c2ccco2)CC1 (centres undefined),1.9
Cn1[nH]c2c(c1=O)[C@H](c1ccc(F)cc1)O[C@H](CCc1ccccc1)C2,2.3
S=C(SCc1nc(-c2ccc(Cl)cc2)no1)N1CCSCC1,2.4
CCCCNC(=O)C1(C)CCN1C(=O)c1ccc(C(F)(F)F)nc1C (centres undefined),3.3
O=C(NCc1ccccc1)[C@@H]1CCCN1C(=O)[C@H]1CCCN1C(=O)c1ccccc1,0.5
CC1(C(=O)NC2CCCC2)CCC(=O)N1CCc1c[nH]c2ccccc12 (centres undefined),0.7
c1ccc(CNc2nc(NCCc3ccncc3)c3sccc3n2)cc1,2.8
CC(C)C[C@H]1COc2cc(NCc3ccc(Cl)c(Cl)c3)ccc2S(=O)(=O)N1,4.7
Cc1ccc(CN(C)C[C@H]2OCc3cnnn3CCCC(=O)N([C@H](C)CO)C[C@@H]2C)cc1,0.1
Cc1cc(F)ccc1-c1cc(C(=O)N2CCN(c3ccncc3)CC2)[nH]n1,1.5
COC(=O)[C@@]1(Cc2ccc(OC)cc2)[C@H]2c3cc(C(=O)N4CCCC4)n(Cc4ccc(C)c(F)c4F)c3C[C@H]2CN1C(=O)c1ccccc1,4.2
COC(=O)[C@@]1(Cc2ccc(F)cc2)[C@H]2c3cc(C(=O)N(C)C)n(CCF)c3C[C@H]2CN1C(=O)c1ccccc1,3.4
CN(C)C(=O)C[C@@H]1C=C[C@@H](NC(=O)C2CCC2)[C@@H](CO)O1,2.4
CCCNC(=O)C1(C)CCCN(Cc2ccccc2N(C)C)C1 (centres undefined),2.5
CC(C)CC(N)c1csc(NC(=O)Nc2ccccc2Cc2ccccc2)n1 (centres undefined),1.2

# 4 compounds picked at random from the list so far, as already listed:
SMILES,phage Ecoli inh
CN1CCN(c2ccc(-c3cc(NC=O)c4ncc(-c5ccc(F)cc5)n4c3)cc2)CC1,0.6
CC1=C(C(=O)N2CCCCCC2)CC(CC(=O)NC2CC2)C(=O)N1Cc1ccccc1 (centres undefined),4.2
c1ccc(CNc2nc(NCCc3ccncc3)c3sccc3n2)cc1,2.8
COc1cc(CN2C(=O)C(C)ON=C2c2ccccc2F)cc(OC)c1 (centres undefined),3.8

# Given as labelled records: part of the list above.
c1ccc(CNc2nc(NCCc3ccncc3)c3sccc3n2)cc1
- phage Ecoli inh: 2.8

Cc1ccc(CN(C)C[C@H]2OCc3cnnn3CCCC(=O)N([C@H](C)CO)C[C@@H]2C)cc1
- phage Ecoli inh: 0.1

COC(=O)[C@@]1(Cc2ccc(F)cc2)[C@H]2c3cc(C(=O)N(C)C)n(CCF)c3C[C@H]2CN1C(=O)c1ccccc1
- phage Ecoli inh: 3.4

CN(C)C(=O)C[C@@H]1C=C[C@@H](NC(=O)C2CCC2)[C@@H](CO)O1
- phage Ecoli inh: 2.4

# (further entries)
SMILES,phage Ecoli inh
O=C(Nc1ccc2c(c1)OCO2)c1ccc2sc([C@H]3C[C@H](O)[C@@H](CO)O3)nc2c1,0.7
COC(=O)C1=C(C)N(Cc2ccccc2C(F)(F)F)C(=NCc2ccc3c(c2)OCO3)NC1c1cccc(F)c1 (centres undefined),0.3
CCCN1CCCCC(NC(=O)c2c(F)cccc2F)C1=O (centres undefined),2.5
CCNC(=O)C1CCCN(Cc2ccc(C(=O)OCC)cc2)CC1 (centres undefined),4.1
CCNC(=O)C1CCCN(C(=O)c2ccc3c(c2)CCO3)CC1 (centres undefined),-0.4
CCCS(=O)(=O)NC(=O)C1(C)CCN(C(=O)c2ccnc(Cl)c2)C1 (centres undefined),0.6
Cc1cc(N2CCN(CC(C)(C)O)C[C@H]2C)ccc1N1CCN(Cc2ccccc2)[C@H](C)C1,2.5
Nc1nc2c(ncn2[C@@H]2O[C@H](C(=O)N[C@@H](Cc3ccccc3)C(=O)NCC3CCCCC3)[C@@H](O)[C@H]2O)c(=O)[nH]1,-0.2
CCOC(=O)C1=CCC(c2cccn2C(=O)OC(C)(C)C)N(S(=O)(=O)c2ccc(C)cc2)C1 (centres undefined),6.0
COc1cc2[nH]c(C)c(-c3ccccc3)c(=O)c2cc1Cl,4.2
COc1cccc(Cn2c3ccc(NC(=O)CC(C)C(F)(F)F)cc3c(=O)n2C)c1 (centres undefined),2.7
COc1ccc(CNC(=O)C2(C)Cc3c(-c4ccccc4)ccnc3O2)cc1OC (centres undefined),2.7
CCNC(=O)N(C)c1c(CC)nc2ccc(C(=O)N3CCN(S(=O)(=O)CC)CC3)cn12,2.4
N#CC(c1ccccc1)c1ccc([N+](=O)[O-])cc1 (centres undefined),2.2
COC(=O)c1[nH]c2ccc(F)cc2c1NC(=O)CCN1CCN(C(=O)c2ccco2)CC1,3.1
O=C(Nc1ccn(C2CCC(CO)O2)c(=O)n1)c1ccccc1 (centres undefined),1.4
CC(=O)Nc1cc(-c2cccc(C(=O)N(C)C)c2)cn2c(-c3ccc(F)cc3)cnc12,1.5
CC(=O)Nc1ccc(CNc2nc3cc(-c4cccc(C(F)(F)F)c4)sc3c(=O)n2C)cc1,-1.9
OCCCCCCNc1ccc(CCO)cc1,0.8
CCCCNC(=O)C1c2ccccc2OCC(=O)N1C1CC1 (centres undefined),1.7
O=C(NCc1ccccc1)C1C(=O)Nc2ccccc2C(=O)N1C1CCCC1 (centres undefined),2.2
CCc1nc2ccc(C(=O)NCCCn3ccnc3)cn2c1N(CC)CCN(C)C,0.3
CCOC(=O)/C=C/c1ccccc1O,4.3
Cc1cccnc1C(c1ccc(F)cc1)N(C)C(=O)C1CCN(CCCOc2ccc(F)cc2)CC1 (centres undefined),1.8
CCCC(=O)N1CCC1(C)C(=O)Nc1ccc(OC(F)F)cc1 (centres undefined),3.7
COC(=O)c1ccc2nc(-c3ccccc3)c(Cc3ccccc3)n2c1,-1.5
COC(=O)c1ccc2c(c1)S(=O)(=O)NC2C (centres undefined),4.2
O=C(Nc1cccc(F)c1)c1ccc(-c2ccccc2C(F)(F)F)o1,4.3
CC1=C(C(=O)N(C)C)CC(CC(=O)NCCN2CCOCC2)C(=O)N1CCCN1CCCC1=O (centres undefined),3.7
O=C(NCCc1cccs1)Nc1nnc([C@H]2C[C@H](O)[C@@H](CO)O2)s1,-0.3
NC(=O)/C(=C\c1ccc([N+](=O)[O-])o1)c1ccco1,100.0*
Cc1nc2ccc(C(=O)N3CCN(C(=O)c4ccco4)CC3)cn2c1N(C)C(=O)CCc1ccccc1,2.9
CC(C)COC(=O)N1CCCC(c2cc(C(=O)Nc3ccccc3Cl)no2)C1 (centres undefined),1.3
O=S1(=O)CC(N2CCCC2)CN1C1CCCCC1 (centres undefined),0.5
CSCCC(C(=O)NC1CCCC1)n1c(C2CCCC2)nc2ccccc21 (centres undefined),0.2
O=c1cc(CN2CCCCC2)c2c(ccc3ccccc32)o1,1.5
CC1(C(=O)Nc2cccc3cccnc23)CCN1Cc1ccc(-c2ccccc2)o1 (centres undefined),3.0
CC(C)C(C(=O)NC1CCCC1)N1CCC(O)(c2ccc(Cl)cc2)CC1 (centres undefined),0.9
CC1(C(=O)NS(=O)(=O)c2ccc(C#N)cc2)CCN1C(=O)c1cccc2ccccc12 (centres undefined),4.9
COc1cc(CN2C[C@@H](CO)O[C@@H](n3cnc4c(NCCCO)ncnc43)C2)cc(OC)c1OC,0.2
COc1ccc(-c2ccc(C(=O)NCc3ccc(N(C)C)cc3)c3occc23)c(C)c1,1.9
Cn1ncc2cc3c(Nc4ccc(Cl)cc4)cccc3nc21,0.4
Cc1oc2c(c(C)nn2-c2ccccc2)c(=O)c1Cl,2.9
O=C(N[C@H](C(=O)N1CCC[C@H]1C(=O)NCc1ccccc1)C1CCCCC1)c1ccc(Cl)c(Cl)c1,-0.5
CCOC(=O)C(C)Oc1cccc2c(=O)n(CC(=O)Nc3ccc(OC)cc3)ccc12 (centres undefined),1.0
CCc1ccc([C@H]2[C@@H]3C(=O)C[C@@H]4C(=O)NC(=O)[C@@H]4[C@@H]3CN2S(=O)(=O)c2ccc(C)cc2)cc1,1.8
Cc1c(C(=O)NCc2ccc3c(c2)OCO3)sc(=O)n1Cc1cccc(F)c1,2.1
O=C(Nc1nnc([C@@H]2C[C@H](O)[C@@H](CO)O2)s1)Nc1cccc(Cl)c1Cl,1.8
COc1cc(-c2cnc3c(NC=O)cc(-c4ccsc4)cn23)cc(OC)c1OC,1.2
FC(F)(F)c1ccccc1Cc1c(-c2cccc(Br)c2)nc2ccc(Br)cn12,3.8

# Bioassay records from PubChem BioAssay.
